PLAP inhibitors HTS: PLAP enzyme inhibitors, biochemical, luminescence, HTS (AID 690) | purified PLAP, luminescent substrate; higher % means a stronger effect | inhibition, % at 20 µM; hits with a dose series show IC50 in µM | 0.08% of 96,000 active; in the data active = a potency from the dose series; inactive = the rest, 99 in 100 with inhibition below about 30%; note: strong numbers were not always called active
Bcl-B displacement: displacers of TR3 peptide from Bcl-B, primary screen, selectivity assay for Bfl-1 inhibitor project, biochemical, fluorescence polarization; FP displacement of FITC-TR3 peptide from Bcl-B; higher % means a stronger effect; one-dose displacement, % at 20 µM; IC50 in µM for titrated hits; 0.11% of 96,000 active;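 active = displacement above 50% at 20 µM plus a fluorescence interference ratio under 1.5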;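 note: plate controls were wells without compound for no effect and wells lacking Bcl-B protein for full effect; a part of the inactive calls stands beside numbers as strong as those of hits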
MRP reversal: MRP-mediated drug resistance reversal | H69AR cells + 2 uM doxorubicin, CellTiter-Glo, 72 h | differential viability (reversal), % at 10 µM | 0.04% of 85,000 active | AID 602;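 active = viability drop by adding the cancer drug above about 55%, with treated viability meeting a 40% cutoff, limit read from the data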;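 note: viability without doxorubicin minus viability with 2 µM doxorubicin for each compound; larger differential means the compound sensitizes cells more to doxorubicin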
IL1B NFkB inh: blocks IL-1B driven NFkB nuclear translocation in HUVEC cells; HUVEC IL-1B NFkB p65 nuclear translocation imaging; inhibition, % at 2 µM; 0.43% of 94,000 active; AID 796;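 active = inhibition above about 30% together with a positive call from visual inspection of the well image, limit read from the data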;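 note: nuclear over cytoplasmic p65 intensity ratio measured by imaging; 0% = IL-1B stimulated DMSO wells and 100% = unstimulated DMSO wells; values of inactives mirror those of a sister screen read the other way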
IL1B NFkB pot: enhances IL-1B driven NFkB nuclear translocation; HUVEC IL-1B NFkB p65 nuclear translocation imaging; activation, % at 2 µM; 0.3% of 94,000 active;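 active = activation above 40%, about the mean plus 3 SD, also judged a hit on visual image review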;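 note: percent activation is computed from the nuclear over cytoplasmic p65 intensity ratio; values of inactives mirror those of a sister screen read the other way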
MRP reversal cytotoxicity: further read-out of MRP reversal, marked with its call; viability, %; H69AR cells, CellTiter-Glo, 72 h; measured here: cytotoxicity without doxorubicin
MRP reversal with doxorubicin: second read-out of MRP reversal, no call of its own (marks repeat the call); viability, %; measured here: viability with 2 uM doxorubicin; active compounds read low
IL1B NFkB inh cell count 2 µM: recorded beside IL1B NFkB inh, whose call it bears; cell count; measured here: cells passing quality filter;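 raw number of nuclei counted in each imaged well without normalization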
IL1B NFkB pot cell count 2 µM: further read-out of IL1B NFkB pot, marked with its call; cell count; measured here: cells passing quality filter
Starred values were filed as active, the others as inactive; · = no result given. These rows are one share of the data (hit frequency here may not be typical).

Letters: A = PLAP inhibitors HTS; B = Bcl-B displacement; C = MRP reversal; D = MRP reversal cytotoxicity; E = MRP reversal with doxorubicin; F = IL1B NFkB inh; G = IL1B NFkB inh cell count 2 µM; H = IL1B NFkB pot; I = IL1B NFkB pot cell count 2 µM
O=C(OCc1cc2ccccc2[nH]c1=O)C1CCCO1 (stereo unspecified)
  A: 0.5%	B: -8.3%	C: -1.6	D: 97.5	E: 99.0	F: -6.5	G: 77	H: 6.5	I: 77
CCCC(=O)c1cc(F)c(N2CCOCC2)cc1C
  A: -8.5%	B: -5.6%	C: 15.4	D: 111.5	E: 96.1	F: -2.2	G: 195	H: 2.2	I: 195
Cc1c(C(=O)NCc2cccnc2)oc2ccccc12
  A: 4.9%	B: -3.7%	C: -0.7	D: 91.1	E: 91.8	F: -10.5	G: 173	H: 10.5	I: 173
CCn1c(COc2cccc3ccccc23)nnc1SCC(N)=O
  A: -2.1%	B: -2.9%	C: -2.4	D: 100.3	E: 102.7	F: -12.6	G: 111	H: 12.6	I: 111
N#Cc1nc(COc2ccc(Cl)cc2)oc1NCc1ccc2c(c1)OCO2
  A: 22.7%	B: -22.0%	C: 1.2	D: 85.4	E: 84.2	F: 9.2	G: 62	H: -9.2	I: 62
O=C(Nc1cccc2cccnc12)c1ccc(Br)o1
  A: -14.4%	B: 0.1%	C: -22.3	D: 37.2	E: 59.5	F: -8.3	G: 171	H: 8.3	I: 171
CCc1c(C)nc2ncnn2c1N1CCCC(C(=O)Nc2cc(F)ccc2C)C1 (stereo unspecified)
  A: -73.2%	B: 3.0%	C: ·	D: ·	E: ·	F: -26.3	G: 157	H: 26.3	I: 157
CCn1c(C)nc2c(=O)oc3ccccc3c21
  A: -17.9%	B: -3.8%	C: 1.5	D: 91.4	E: 89.9	F: 6.7	G: 65	H: -6.7	I: 65
COc1cc2c(C(=O)NCCCN3CC(C)CC(C)C3)cn(CC(C)C)c(=O)c2cc1OC (stereo unspecified)
  A: -64.5%	B: -8.8%	C: 4.6	D: 79.5	E: 74.9	F: 2.8	G: 143	H: -2.8	I: 143
CCc1nnc(NC(=O)c2cnccn2)s1
  A: 3.0%	B: -1.0%	C: -11.2	D: 102.2	E: 113.4	F: -11.1	G: 112	H: 11.1	I: 112
Cc1noc(C)c1COc1cccc(C(=O)OCCOc2ccc(F)cc2)c1
  A: 4.8%	B: -0.5%	C: 9.7	D: 88.1	E: 78.4	F: 4.6	G: 195	H: -4.6	I: 195
CCOC(=O)Nc1sc2c(c1C#N)CCC(C)C2 (stereo unspecified)
  A: ·	B: -17.9%	C: 9.2	D: 99.0	E: 89.8	F: 0.0	G: 178	H: 0.0	I: 178
COc1cc(S(=O)(=O)NC2CCCCC2)ccc1Cl
  A: ·	B: ·	C: 0.3	D: 99.5	E: 99.2	F: -6.0	G: 152	H: 6.0	I: 152
Cc1cc(C)cc(N(C(C)C(=O)NC2CCCC2)S(C)(=O)=O)c1 (stereo unspecified)
  A: -10.5%	B: 6.6%	C: -6.5	D: 81.0	E: 87.5	F: -11.9	G: 158	H: 11.9	I: 158
CC1(C)CC2CC(C)(CN2C(=O)COC(=O)c2ccc(Cl)c(N)c2)C1 (stereo unspecified)
  A: 7.6%	B: -6.8%	C: 2.6	D: 78.8	E: 76.1	F: -16.5	G: 169	H: 16.5	I: 169

Laid out differently: 9 of the compounds above.
Order of results: PLAP inhibitors HTS	Bcl-B displacement	MRP reversal	MRP reversal cytotoxicity	MRP reversal with doxorubicin	IL1B NFkB inh	IL1B NFkB inh cell count 2 µM	IL1B NFkB pot	IL1B NFkB pot cell count 2 µM
- CCc1c(C)nc2ncnn2c1N1CCCC(C(=O)Nc2cc(F)ccc2C)C1 (stereo unspecified)
  -73.2%	3.0%	·	·	·	-26.3	157	26.3	157
- CCn1c(C)nc2c(=O)oc3ccccc3c21
  -17.9%	-3.8%	1.5	91.4	89.9	6.7	65	-6.7	65
- COc1cc2c(C(=O)NCCCN3CC(C)CC(C)C3)cn(CC(C)C)c(=O)c2cc1OC (stereo unspecified)
  -64.5%	-8.8%	4.6	79.5	74.9	2.8	143	-2.8	143
- CCc1nnc(NC(=O)c2cnccn2)s1
  3.0%	-1.0%	-11.2	102.2	113.4	-11.1	112	11.1	112
- Cc1noc(C)c1COc1cccc(C(=O)OCCOc2ccc(F)cc2)c1
  4.8%	-0.5%	9.7	88.1	78.4	4.6	195	-4.6	195
- CCOC(=O)Nc1sc2c(c1C#N)CCC(C)C2 (stereo unspecified)
  ·	-17.9%	9.2	99.0	89.8	0.0	178	0.0	178
- COc1cc(S(=O)(=O)NC2CCCCC2)ccc1Cl
  ·	·	0.3	99.5	99.2	-6.0	152	6.0	152
- Cc1cc(C)cc(N(C(C)C(=O)NC2CCCC2)S(C)(=O)=O)c1 (stereo unspecified)
  -10.5%	6.6%	-6.5	81.0	87.5	-11.9	158	11.9	158
- CC1(C)CC2CC(C)(CN2C(=O)COC(=O)c2ccc(Cl)c(N)c2)C1 (stereo unspecified)
  7.6%	-6.8%	2.6	78.8	76.1	-16.5	169	16.5	169

Next section.
Letters: A = PLAP inhibitors HTS; B = Bcl-B displacement; C = MRP reversal; D = MRP reversal cytotoxicity; E = MRP reversal with doxorubicin; F = IL1B NFkB inh; G = IL1B NFkB inh cell count 2 µM; H = IL1B NFkB pot; I = IL1B NFkB pot cell count 2 µM
CCN(CC)CCCNC(=O)c1cc(-c2ccc(Cl)c(Cl)c2)on1
  A: -22.7%	B: -10.7%	C: ·	D: ·	E: ·	F: 12.9	G: 166	H: -12.9	I: 166
CCN(CCCNC(=O)CNC(=O)Cn1cnc2ccccc2c1=O)c1cccc(C)c1
  A: -21.7%	B: -2.3%	C: -7.5	D: 76.8	E: 84.3	F: ·	G: ·	H: ·	I: ·
CCN(CC)c1ccc(NC(=O)CN2CCN(c3ccc(F)cc3)CC2)cc1
  A: -45.2%	B: -5.5%	C: -5.0	D: 92.8	E: 97.8	F: 2.5	G: 187	H: -2.5	I: 187
O=[N+]([O-])c1ccc(/C=N/Nc2nc(N3CCCCC3)nc(N3CCCCC3)n2)o1
  A: -35.6%	B: -27.7%	C: -11.7	D: 43.7	E: 55.5	F: 0.5	G: 130	H: -0.5	I: 130
N#Cc1c(N)n[nH]c1-c1cc2c([nH]1)CCCC2
  A: ·	B: ·	C: -18.4	D: 69.6	E: 87.9	F: 1.3	G: 138	H: -1.3	I: 138
COc1ccccc1N1CCN(S(=O)(=O)c2cc(C)sc2C)CC1
  A: 9.8%	B: 11.3%	C: 6.3	D: 75.8	E: 69.5	F: 7.9	G: 157	H: -7.9	I: 157
COc1nc(N(c2ccccc2)c2ccccc2)nc(-n2ccnc2)n1
  A: -3.6%	B: 10.3%	C: 10.6	D: 58.5	E: 47.9	F: 1.4	G: 126	H: -1.4	I: 126
C=CCn1c(SCC2=C(C(=O)OCC)C(C)NC(=O)N2)nnc1C1CCCCC1 (stereo unspecified)
  A: -7.9%	B: -5.5%	C: ·	D: ·	E: ·	F: 12.0	G: 118	H: -12.0	I: 118
CN(CC(=O)NCc1ccccn1)S(=O)(=O)c1ccc(Cl)cc1
  A: 9.8%	B: -4.5%	C: -9.9	D: 87.4	E: 97.3	F: ·	G: ·	H: ·	I: ·
O=S(=O)(NC1CCN(Cc2ccccc2)CC1)c1cccc(S(=O)(=O)N2CCOCC2)c1
  A: -35.8%	B: 52.0%	C: 4.0	D: 87.8	E: 83.8	F: -1.8	G: 145	H: 1.8	I: 145
Cc1cccc(N2C(=O)CC(N3CCN(Cc4ccc(Cl)cc4)CC3)C2=O)c1 (stereo unspecified)
  A: -49.2%	B: -11.1%	C: 6.8	D: 94.0	E: 87.2	F: -15.1	G: 46	H: 15.1	I: 46
Cc1ccccc1NC(=S)N(CCN(C)C)C(C)c1ccccn1 (stereo unspecified)
  A: -5.0%	B: 15.6%	C: 0.6	D: 95.6	E: 95.0	F: -16.1	G: 203	H: 16.1	I: 203
COc1ccc(CC(=S)N2CCOCC2)cc1OC
  A: 12.0%	B: -6.1%	C: ·	D: ·	E: ·	F: 2.3	G: 112	H: -2.3	I: 112
Cc1cccc(C(=O)Nc2sc3c(c2C#N)CCCCC3)c1
  A: ·	B: ·	C: -16.9	D: 57.8	E: 74.7	F: -1.2	G: 84	H: 1.2	I: 84
CC(C)NC(=O)NC(=O)COC(=O)Cc1ccsc1
  A: 8.0%	B: -5.7%	C: 0.6	D: 98.2	E: 97.5	F: -2.1	G: 141	H: 2.1	I: 141

Source: PubChem BioAssay
